Assay outcomes as filed in PubChem.
DSG3 Ab inh – human desmoglein-3 autoantibody binding inhibition | P32926 | DSG3-coupled beads, scFv-anti-DSG3-GFP binding, flow cytometry; hits give low values | binding (percent of control), % at 10 µM | 0.48% of 310,000 active | AID 588358;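 active means binding more than 3 SD below its plate's average and above zero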;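 further: hits lower antibody fragment binding to DSG3; some compounds called inactive have numbers as strong as hits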
PKA-R1A act – PKA-R1A complex activation | PKA-R1A dissociation, Cy5-IP20 fluorescence polarization; scaled: DMSO 0%, 113 µM cGMP 100% | activation, % at 11.4 µM | 0.083% of 340,000 active;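 active means percent activation above the mean of all tested compounds plus 3 SD, cut at about 19% in these data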;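 further: higher means more PKAc released from R1A so a rise in polarization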
OPRM1-OPRD1 inv – inverse agonist of human OPRM1-OPRD1 heterodimerization; AID 504357; cell-based MOR-DOR heterodimer luminescence, inverse agonism; 0.21% of 340,000 active; inhibition, % at 9.3 µM; in the data active means inhibition above about 22%, passing the limit was not always enough;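 further: 0% = cells with DMSO and 100% = wells without cells with DMSO; values of inactives mirror those of a sister screen read the other way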
Arr AP2 block – inhibitors of human beta-arrestin and AP2 interaction. FITC-arrestin peptide / GST-AP2 beads, flow cytometry; AP2 beta2 appendage carries R879A mutation. inhibition, % at 10 µM. 0.31% of 340,000 active. AID 504490;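 active means inhibition above a set limit, near 3 SD of compounds lacking own fluorescence, cut at about 54% in these data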;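 further: plate controls were DMSO wells for no effect and 5 µM unlabelled arrestin peptide for full effect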
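test system = AP2 appendage R879A on GSH beads | buffer or medium = PBS plus Tween 20 (0.05%) and BSA (0.1%) | incubation = 12 min plus 1 h, RT | detection = bead flow cytometry, FITC channel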
HTR5A ag – counter-screen for OPRM1-OPRD1 agonists: human HTR5A agonism. P47898. HTR5A agonist assay, luminescence, cell-based. activation, % at 9.3 µM. 0.61% of 340,000 active; in the data active means activation mostly above about 9.5%, no sharp cut-off; inactive means mostly below about 7.6%;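 further: 0% = cells with vehicle only and 100% = reference agonist; strong numbers were not always called active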
Target sequence (P47898 whole entry, looked up): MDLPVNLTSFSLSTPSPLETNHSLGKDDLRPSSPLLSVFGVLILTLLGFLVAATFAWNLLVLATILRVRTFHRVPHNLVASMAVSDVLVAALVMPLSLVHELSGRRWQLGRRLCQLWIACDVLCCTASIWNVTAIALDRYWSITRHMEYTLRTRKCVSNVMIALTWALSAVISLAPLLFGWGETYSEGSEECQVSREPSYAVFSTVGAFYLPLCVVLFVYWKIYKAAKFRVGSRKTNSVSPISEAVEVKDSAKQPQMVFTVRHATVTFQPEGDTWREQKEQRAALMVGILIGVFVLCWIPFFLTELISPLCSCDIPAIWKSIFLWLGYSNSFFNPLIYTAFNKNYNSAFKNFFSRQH
DAGLB inhibitor – blocks human DAGLB lipase activity; HEK293T DAGLB membrane lysate, EnzChek fluorogenic substrate; Q8NCG7; 0.059% of 340,000 active; inhibition, % at 5.17 µM; in the data active means inhibition above about 34%;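 further: 0% = enzyme with vehicle and 100% = wells lacking enzyme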
PKA-R2B act – activates the human PKA-R2B holoenzyme complex; AID 504700; PKA-R2B holoenzyme dissociation, Cy5-IP20 fluorescence polarization; R2B truncated from residue 108, S112A mutant; 0% DMSO only, 100% 113 µM cGMP; 0.079% of 340,000 active; P22694+P31323; activation, % at 11.4 µM;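 active means activation above a cutoff set at the mean over all compounds plus 3 SD, cut at about 18% in these data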;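 further: higher means more holoenzyme dissociation and a rise in polarization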
Target sequence (P31323 whole entry, looked up, other chains not shown, the tested form may be a part): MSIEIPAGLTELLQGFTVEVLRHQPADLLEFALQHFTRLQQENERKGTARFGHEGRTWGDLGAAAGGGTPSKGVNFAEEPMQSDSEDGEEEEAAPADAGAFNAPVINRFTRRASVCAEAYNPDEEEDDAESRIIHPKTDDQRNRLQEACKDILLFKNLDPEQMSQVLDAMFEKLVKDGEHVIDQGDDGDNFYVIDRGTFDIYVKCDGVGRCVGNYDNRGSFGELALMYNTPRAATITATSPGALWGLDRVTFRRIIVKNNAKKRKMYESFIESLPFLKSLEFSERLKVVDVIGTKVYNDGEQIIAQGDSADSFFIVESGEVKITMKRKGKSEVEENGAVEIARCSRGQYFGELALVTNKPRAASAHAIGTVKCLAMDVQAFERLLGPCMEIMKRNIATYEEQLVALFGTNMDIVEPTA
V-ATPase pHluor – regulators of yeast V-ATPase proton transport | S. cerevisiae, pHLuorin cytosolic pH fluorescence | 0.37% of 350,000 active | AID 504577 | response, % at 10 µM; in the data active means response mostly above about 7.3%, no sharp cut-off; inactive means mostly below about 5.4%; further: actives read high; inactives centre near 0; some compounds called inactive have numbers as strong as hits; reference of the scale not given here
HTR5A inv ctr – counter-screen for OPRM1-OPRD1 inverse agonists: human HTR5A inverse agonism; HTR5A cell line, luminescence; inhibition, % at 9.3 µM; 0.083% of 340,000 active; P47898; in the data active means inhibition mostly above about 23%, no sharp cut-off; inactive means mostly below about 18%;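 further: 0% = cells with DMSO and 100% = no-cell wells with DMSO; some compounds called inactive have numbers as strong as hits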
OPRM1-OPRD1 ag – OPRM1-OPRD1 heterodimerization agonism | P35372+P41143 | cells, luminescence | activation, % at 9.3 µM | 0.3% of 340,000 active | AID 504326; in the data active means activation above about 18%;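 further: 0% = vehicle-treated cells and 100% = reference agonist; values of inactives mirror those of a sister screen read the other way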
The depositor's hits bear a star; / = not tested or not shown. No enrichment for hits; about 2.4% have a hit in one of these screens.

No.	mol	DSG3 Ab inh	PKA-R1A act	OPRM1-OPRD1 inv	Arr AP2 block	HTR5A ag
1	Cc1ccc(C)c(N(CC(=O)NC(C)(C)C)C(=O)CNC(=O)c2cccs2)c1	93	-3	10	-11	-3
2	CCOC(=O)[C@H]1[C@H]2COc3ccc(OC)cc3[C@@H]2N2C(=O)c3cc(OC)c(OC)cc3NC(=O)[C@@]12C	89	3	-1	11	18
3	Cc1ccc(C(=O)O)cc1N1C(=O)c2cccc3cc(Br)cc(c23)C1=O	112	-5	9	12	1
4	O=C1OC(/C=C/c2ccccc2)=NC/1=C/C=C/c1ccccc1	87	-3	9	-1	2
5	Cc1ccc(S(=O)(=O)N(CC(=O)NCC2CCCO2)C2CCCCC2)cc1 (configuration not stated)	112	-3	6	-2	5
6	COc1ccc(C2(C(=O)N3CCC(n4nc(-c5ccccc5)oc4=O)CC3)CC2)cc1	105	0	22	4	-5
7	CCCOc1ccc(CSC2=NCCN2)cc1[N+](=O)[O-]	97	2	14	-3	4
8	COCCc1nnc(NC(=O)Cc2ccccc2)s1	106	3	11	15	1
9	Cc1ccccc1NC(=O)Cn1c(=O)n(CC2CCCO2)c(=O)c2ccccc21 (configuration not stated)	95	-3	3	-9	8
10	COC(=O)c1ccc2c(=O)n(NC(C)=O)c(=S)[nH]c2c1	102	-7	13	6	2
11	O=C(/C=C/c1ccccc1)NC(=S)Nc1ccc(CN2CCOCC2)cc1	125	-6	-5	-6	3
12	C#CCOCCOCCOCCNc1nc(N2CCN(C(=O)C(Cc3cc4ccccc4[nH]3)n3cc(C(N)C(C)CC)nn3)CC2)nc(N2CCN(C(=O)C(Cc3cc4ccccc4[nH]3)n3cc(C(N)C(C)CC)nn3)CC2)n1 (configuration not stated)	111	2	23	-11	-3

No.	DAGLB inhibitor	PKA-R2B act	V-ATPase pHluor	HTR5A inv ctr	OPRM1-OPRD1 ag
1	0	4	-85	6	-1.9
2	0	-8	5	-51	0.2
3	4	10	-3	-3	-1.6
4	3	-10	0	-9	-1.7
5	-3	-1	-7	-9	-1.2
6	-3	-6	3	-26	-4.4
7	-2	0	-1	-12	-2.7
8	-2	-4	1	13	-2.8
9	1	-4	-1	-24	-0.7
10	-1	-13	0	-5	-2.3
11	-2	-5	1	-22	0.7
12	8	1	3	-12	-4.2

From compound 8 to 12, copied from above:
No.	mol	DSG3 Ab inh	PKA-R1A act	OPRM1-OPRD1 inv	Arr AP2 block	HTR5A ag
8	COCCc1nnc(NC(=O)Cc2ccccc2)s1	106	3	11	15	1
9	Cc1ccccc1NC(=O)Cn1c(=O)n(CC2CCCO2)c(=O)c2ccccc21 (configuration not stated)	95	-3	3	-9	8
10	COC(=O)c1ccc2c(=O)n(NC(C)=O)c(=S)[nH]c2c1	102	-7	13	6	2
11	O=C(/C=C/c1ccccc1)NC(=S)Nc1ccc(CN2CCOCC2)cc1	125	-6	-5	-6	3
12	C#CCOCCOCCOCCNc1nc(N2CCN(C(=O)C(Cc3cc4ccccc4[nH]3)n3cc(C(N)C(C)CC)nn3)CC2)nc(N2CCN(C(=O)C(Cc3cc4ccccc4[nH]3)n3cc(C(N)C(C)CC)nn3)CC2)n1 (configuration not stated)	111	2	23	-11	-3

No.	DAGLB inhibitor	PKA-R2B act	V-ATPase pHluor	HTR5A inv ctr	OPRM1-OPRD1 ag
8	-2	-4	1	13	-2.8
9	1	-4	-1	-24	-0.7
10	-1	-13	0	-5	-2.3
11	-2	-5	1	-22	0.7
12	8	1	3	-12	-4.2

Complete entries, looked up by structure. Screens in order: DSG3 Ab inh, PKA-R1A act, OPRM1-OPRD1 inv, Arr AP2 block, HTR5A ag, DAGLB inhibitor, PKA-R2B act, V-ATPase pHluor, HTR5A inv ctr, OPRM1-OPRD1 ag
`Cc1ccc(C(=O)O)cc1N1C(=O)c2cccc3cc(Br)cc(c23)C1=O` across the screens: 112, -5, 9, 12, 1, 4, 10, -3, -3, -1.6
`COCCc1nnc(NC(=O)Cc2ccccc2)s1` across the screens: 106, 3, 11, 15, 1, -2, -4, 1, 13, -2.8
`Cc1ccc(S(=O)(=O)N(CC(=O)NCC2CCCO2)C2CCCCC2)cc1` (configuration not stated) across the screens: 112, -3, 6, -2, 5, -3, -1, -7, -9, -1.2

Screen by screen, from the results shown:
Entries 1 to 11 in OPRM1-OPRD1 ag: -1.9, 0.2, -1.6, -1.7, -1.2, -4.4, -2.7, -2.8, -0.7, -2.3, 0.7

Continued:
No.	mol	DSG3 Ab inh	PKA-R1A act	OPRM1-OPRD1 inv	Arr AP2 block	HTR5A ag
13	Cc1ccc(C(C)C)c(OCC(=O)NNC(=O)CC2OC(=O)c3ccccc32)c1 (configuration not stated)	103	-6	4	-1	-4
14	Nc1nc(Nc2ccc(Cl)cc2)n[nH]1	95	-4	10	3	1
15	COc1ccc(C(=O)N[C@H]2COC(C)(C)O[C@H]2c2ccccc2)cc1	94	4	5	25	-2
16	COC(=O)Cc1ccc(NC(=S)NCc2ccc(OC)cc2)cc1	99	16	14	-6	1
17	CCN(CC(=O)NCc1ccc(Cl)cc1)C(=O)CSc1ccccc1F	109	-7	11	-1	0
18	O=c1c2ccccc2nc2n1CCO2	106	0	21	36	-1
19	O=C(NCc1ccccc1)C1=C[C@H](c2coc3ccccc3c2=O)C[C@H](OCCCCO)O1	100	1	18	-4	-7
20	CCN(CC)CCCNC(=O)c1nn2c(C(F)(F)F)cc(-c3ccccc3)nc2c1Cl	111	2	1	5	-2
21	O=C(c1ccc(CNc2c(N3CCCC3)c(=O)c2=O)cc1)N1CCN(C2CCCCC2)CC1	107	-6	5	-5	12
22	C=CC1=CCN(S(=O)(=O)C(C)(C)C)[C@H]1CCO	/	3	/	/	/
23	CCc1ccc(S(=O)(=O)/N=C2\C=C(Nc3cccc(C(=O)O)c3)C(=O)c3ccccc32)cc1	96	-18	-54	4	-5
24	CCC1=[N+](C)CCn2c(C)ccc21	102	-6	7	83*	0

No.	DAGLB inhibitor	PKA-R2B act	V-ATPase pHluor	HTR5A inv ctr	OPRM1-OPRD1 ag
13	0	-14	0	-5	-0.6
14	2	0	2	-2	-2.0
15	-1	2	2	4	-0.9
16	-1	13	3	-2	-2.7
17	1	-11	-7	1	-2.2
18	-4	4	1	3	-4.7
19	-2	-5	0	-9	-3.3
20	0	-4	-2	5	-0.2
21	-2	4	1	-35	-0.9
22	-4	9	-1	/	/
23	47*	-3	-1	11	9.7
24	-1	2	-2	4	-1.1

Going on with the list:
No.	mol	DSG3 Ab inh	PKA-R1A act	OPRM1-OPRD1 inv	Arr AP2 block	HTR5A ag
25	O=C(c1cc(COc2c(F)cccc2F)on1)N1CCC(c2ccccc2Cl)C1 (configuration not stated)	104	-10	-16	-4	8
26	CCOC(=O)N1CCN(C(=O)c2ccc(Cl)c(S(=O)(=O)N3CCCC3)c2)CC1	77	-5	10	9	-1
27	Cc1ccc(C(=O)NNC(=O)CSc2n[nH]c(-c3cccnc3)n2)cc1	110	0	11	13	5
28	CC(C)c1ccc(NC(=O)CCc2ccccc2)cc1	95	-14	9	-13	1
29	CCOc1ncccc1C(=O)OCc1ccc(Cl)cc1	91	-4	-16	3	1
30	Cc1cc(-c2ccccc2)nc(N2CCN(c3ccccn3)CC2)n1	101	-4	-10	-3	-1
31	CCc1ccccc1N1CC(C(=O)Nc2cc(C)on2)CC1=O (configuration not stated)	93	-5	7	3	0
32	COc1ccccc1C(=O)NCC(=O)Nc1ccc2c(c1)OCO2	100	-13	-1	6	2
33	COc1ccc(NS(=O)(=O)c2cccc(C(=O)NCc3ccccc3CN3CCCC3)c2)cc1	104	-5	2	0	12*
34	COc1cc(OC)c(OC)cc1CNC(=O)c1cc(S(=O)(=O)N2CCOCC2)ccc1F	99	-6	7	8	0
35	CCOc1ccc(/C=N\NC(=O)c2c(C)nc3cc(C)ccn23)cc1	111	-10	10	6	1
36	SC(COCc1ccccc1)CN1CCN(Cc2ccc3c(c2)OCO3)CC1 (configuration not stated)	86	5	6	-3	4

No.	DAGLB inhibitor	PKA-R2B act	V-ATPase pHluor	HTR5A inv ctr	OPRM1-OPRD1 ag
25	-5	1	3	-21	2.2
26	-2	0	3	10	-1.8
27	-4	3	0	-13	-1.9
28	-7	-4	-1	-4	-1.9
29	-11	3	0	-18	2.6
30	-11	-7	6	6	1.8
31	-3	5	2	0	-1.1
32	-3	-5	2	-7	0.2
33	0	-10	3	-36	-0.6
34	2	4	3	-2	-1.2
35	0	5	8	-3	-1.9
36	-21	-9	-1	-3	-1.1

Later entries
No.	mol	DSG3 Ab inh	PKA-R1A act	OPRM1-OPRD1 inv	Arr AP2 block	HTR5A ag
37	CCSc1nc2sc3c(c2c(=O)n1-c1ccc(OC)cc1)CCN(C)C3	95	-4	16	-14	-3
38	CCN(CC)CCNc1nc2nonc2nc1NCCN(CC)CC	108	6	6	-3	-4
39	O=C(O)CSC(C(=O)Nc1ccc(Br)cc1)c1ccccc1 (configuration not stated)	93	-3	-2	0	-3
40	Cc1ccc(OCCCC(=O)Nc2ccc(N3CCOCC3)cc2)c(C)c1	/	0	-4	7	1
41	Cc1ccc(S(=O)(=O)N2CCCC2C(=O)NCc2ccco2)cc1 (configuration not stated)	97	-8	6	-3	-1
42	Cc1cc(C)n(-c2cc(N3CCOCC3)ncn2)n1	100	-5	-6	1	5
43	COC(=O)c1[nH]c2cc(OC)ccc2c1NC(=O)CCN1CCN(c2cccc(C)c2C)CC1	106	-8	-1	-7	-2

No.	DAGLB inhibitor	PKA-R2B act	V-ATPase pHluor	HTR5A inv ctr	OPRM1-OPRD1 ag
37	-3	-2	-3	9	-2.9
38	-3	1	-3	10	-1.1
39	4	-5	-1	9	0.2
40	5	-1	-1	-3	0.9
41	2	-5	1	-27	-1.0
42	1	-9	-3	-13	1.1
43	-2	-8	-2	12	0.3
